ERK AVP inh: qHTS Assay for Inhibitors of the ERK Signaling Pathway using a Homogeneous Screening Assay; HEK293-V1b, vasopressin-stimulated pERK AlphaScreen; Potency, µM (top dose mostly 57.5 µM), for the others: top-dose activity, negative = inhibition, most hits filed as inhibitors; 72,000 tested, 0.99% active; further: potency means the concentration at half of the fitted maximal effect; on the % scale 0 is the no-effect control and ±100 the full control effect; nearly all actives have a fitted effect of over 55% in size
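HEK293 cells stably expressing V1b receptor, seeded overnight in 1% FBS, were treated with compounds for 30 min at 37C, then stimulated 5 min with 25 nM vasopressin; phospho-ERK read by AlphaScreen SureFire after lysis.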
Ub-GFP proteasome: Ubiquitin-GFP Assay | Ubiquitin-GFP reporter cells, proteasome inhibition, GFP fluorescence; response scale: untreated = 0%, 10 µM MG-132 = 100% | Potency, µM (titrated, usually from 45.9 µM), without a hit: top-dose activation (GFP accumulation), hits mostly activators | 67,000 tested, under 10 active | AID 526, 2006; active means well fitted activation curve with a large enough effect, not every such curve was filed as active; inconclusive means small, poorly fitted or top-dose-only effect, or another doubt; inactive means no such curve, though single readings can be large or run the other way; further: potency means the concentration at half of the fitted maximal effect
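U2OS cells stably expressing ubiquitin(G76V)-GFP, seeded overnight in 0.5% FBS medium, were exposed to compounds (qHTS, 46 uM to 2.9 nM) for 4 hr at 37 °C. GFP-positive cells were counted by laser cytometry (488 ex/515 em), normalized between basal and 10 uM MG-132.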
CRE Fsk mod: Cell signaling CRE-BLA (Fsk stim); CHO CRE-bla reporter (cAMP response element driving beta-lactamase), forskolin EC10, beta-lactamase ratio; 71,000 tested, 2.5% active; Potency, µM (doses to about 38.2 µM), for the others: top-dose activity change, negative = inhibition, usual class: activators; active means well fitted activation curve with a large enough effect in the signal ratio, with a control signal flat, not every such curve was filed as active; inconclusive means small, poorly fitted or top-dose-only effect, or effect the other way, or a change in a side signal; the % refers to the signal ratio; further: potency means the concentration at half of the fitted maximal effect; % of control where 0% means no effect
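AC50 values, positive or negative, reflect shifts in EC10 NKH 477-induced CRE-bla reporter activity in CHO cells. Incubation lasted 3 h at 37 °C before CCF4 substrate (2 h, room temperature) and ratiometric 460/530 nm reading.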
Luciferase inh: qHTS Assay for Inhibitors of Firefly Luciferase. 72,000 tested, 2.2% active. AID 411, 2009. Potency, µM (highest dose often 57.1 µM), for inactives: top-dose activity change, negative = inhibition, hits mostly inhibitors. Luciferin 4-monooxygenase (Photinus pyralis), P08659. purified firefly luciferase, luminescence, 8 min; further: potency means the concentration at half of the fitted maximal effect; on the % scale 0 is the no-effect control and ±100 the full control effect; nearly all actives have a fitted effect of over 40% in size
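Inhibition of light generation by firefly luciferase from ATP and luciferin was profiled with concentration-response curves per sample, ATP held at 10 uM within the enzyme's linear range. Plates were read by luminescence after an 8-minute ambient incubation.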
Hsp90 Hop PPI: qHTS Assay for Disrupters of an Hsp90 Co-Chaperone Interaction | 71,000 tested, 0.44% active | Hsp90 C-terminal peptide / TPR2A (Hop) interaction, human | AlphaScreen TPR2A-His6 binding biotin-Hsp90 C-terminal peptide | Potency, µM (highest dose often 57 µM), without a hit: at the top dose activity change, negative = inhibition; active means well fitted curve in either direction with a large enough effect; inconclusive means small, poorly fitted or top-dose-only effect, or another doubt; further: potency means the concentration at half of the fitted maximal effect; on the % scale 0 is the no-effect control and ±100 the full control effect; many of its hits are not listed in these tables
15-hLO inh: qHTS Assay for Inhibitors of 15-hLO (15-human lipoxygenase); Polyunsaturated fatty acid lipoxygenase ALOX15 (Homo sapiens), P16050; purified 15hLO-1, xylenol orange hydroperoxide absorbance; 74,000 tested, 1.4% active; Potency, µM (top dose mostly 57.1 µM), for inactives: at the highest dose activity change, negative = inhibition, actives largely listed as inhibitors; further: potency means the concentration at half of the fitted maximal effect; on the % scale 0 is the no-effect control and ±100 the full control effect; nearly all actives have a fitted effect of over 55% in size
Target sequence (P16050 whole entry, looked up): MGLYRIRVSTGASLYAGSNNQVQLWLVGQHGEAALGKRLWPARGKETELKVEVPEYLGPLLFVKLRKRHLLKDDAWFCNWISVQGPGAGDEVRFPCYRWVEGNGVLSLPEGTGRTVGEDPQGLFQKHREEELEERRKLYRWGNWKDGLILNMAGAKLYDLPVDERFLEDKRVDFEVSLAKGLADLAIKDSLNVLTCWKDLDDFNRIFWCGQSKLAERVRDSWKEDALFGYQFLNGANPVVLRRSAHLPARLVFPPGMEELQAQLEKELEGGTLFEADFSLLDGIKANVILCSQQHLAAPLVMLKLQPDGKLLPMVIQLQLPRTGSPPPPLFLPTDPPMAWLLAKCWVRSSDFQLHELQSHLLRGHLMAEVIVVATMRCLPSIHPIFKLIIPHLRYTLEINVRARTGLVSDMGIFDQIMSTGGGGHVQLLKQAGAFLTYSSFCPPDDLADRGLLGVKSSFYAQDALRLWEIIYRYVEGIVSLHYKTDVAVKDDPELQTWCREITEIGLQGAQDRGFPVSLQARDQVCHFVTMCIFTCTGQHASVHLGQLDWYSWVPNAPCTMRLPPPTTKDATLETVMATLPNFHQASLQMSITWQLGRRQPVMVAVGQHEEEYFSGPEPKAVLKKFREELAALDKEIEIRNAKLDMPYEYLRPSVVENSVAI
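Quantitative HTS in 25 mM Hepes pH 7.5 containing 0.01% Triton X-100: human 15hLO-1 at 40 nM, arachidonic acid at 50 uM, 6 min turnover. Product quantified via ferrous oxidation/xylenol orange, 573:405 nm absorbance ratio.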
Tau filament bind: qHTS Assay for Tau Filament Binding | Microtubule-associated protein tau (Homo sapiens), P10636 | recombinant tau filaments, thioflavin S fluorescence, 15 h; filaments grown with octadecylsulfate alongside compound | Potency, µM (highest dose often 57.1 µM), without a hit: at the highest dose activity change, negative = inhibition | 71,000 tested, 2% active | AID 596, 2007;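 further: potency means the concentration at half of the fitted maximal effect; on the % scale 0 is the no-effect control and ±100 the full control effect; actives lower thioflavin S fluorescence by blocking filaments or displacing dye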
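His-tagged recombinant human tau (exons 2, 3, 10; 1 uM final) fibrillized with 30 uM sodium octadecylsulfate, 15 h at 37 C, in pH 7.4 HEPES buffer with 10 uM thioflavine S and 5 mM DTT. Reduced ThS fluorescence (450/510 nm) marks activity.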
DNA Pol III inh: qHTS Assay for Inhibitors of DNA Polymerase III Holoenzyme System | AID 603, 2007 | reconstituted DNA polymerase III holoenzyme replication, biochemical | 71,000 tested, 0.25% active | Potency, µM (doses to about 57.1 µM), for the others: top-dose activity change, negative = inhibition; further: potency means the concentration at half of the fitted maximal effect; on the % scale 0 is the no-effect control and ±100 the full control effect
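Reconstituted *E. coli* holoenzyme (0.35 nM Pol III, 1 nM beta, 154 nM SSB, 2 nM primase) was preincubated with compound for 15 min at RT. Synthesis on 1.4 nM ssM13Gori ran 35 min, then was stopped with PicoGreen/EDTA and read as dsDNA fluorescence.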
Epigenetic mod: qHTS Assay for Epigenetic Modulators | mouse C127i GFP locus derepression, cytometry, 30 h | Potency, µM (top dose mostly 46.1 µM), for the others: at the top dose GFP derepression (activation) | 68,000 tested, 0.09% active | AID 597, 2007; further: % of control where 0% means no effect
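Read-out is the number of GFP-positive cells, scored as fluorescent objects 20 to 120 um wide, reflecting derepression of a silenced CMV-GFP reporter in murine C127i cells after 30 h compound exposure at 37 C.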
HBB splice mod: qHTS Assay for Modulators of Hemoglobin Beta Chain Splicing; AID 925, 2007; Potency, µM (top dose mostly 46.1 µM), for the others: top-dose activation, usual class: activators; 65,000 tested, 0.06% active; HBB splicing reporter cell assay, activation; EGFP reporter with mutant IVS2-654 intron; response scale: normalised to 500 nM splice-correcting PNA; further: potency means the concentration at half of the fitted maximal effect; 0% is about no effect
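Compounds were applied for 2 days to HeLa EGFP-654 cells, 500/well in Optimem with 2% FCS. The reporter's EGFP is disrupted by mis-splicing of beta-globin intron IVS2-654. Readout: summed well GFP fluorescence from 488 nm laser scanning; reference was 500 nM antisense […] 654 PNA.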
HADH2 inhib: qHTS Assay for Inhibitors of HADH2 (Hydroxyacyl-Coenzyme A Dehydrogenase, Type II) | Potency, µM (highest dose often 57.1 µM), inactives show at the top dose activity change, negative = inhibition, hits mostly inhibitors | AID 886, 2007 | 3-hydroxyacyl-CoA dehydrogenase type-2 (Homo sapiens), Q99714 | recombinant HADH2, NADH fluorescence, beta-hydroxybutyryl-CoA | 73,000 tested, 3.4% active; further: potency means the concentration at half of the fitted maximal effect; on the % scale 0 is the no-effect control and ±100 the full control effect; nearly all actives have a fitted effect of over 60% in size; many of its hits are not listed in these tables
Target sequence (Q99714 whole entry, looked up, one chain of several): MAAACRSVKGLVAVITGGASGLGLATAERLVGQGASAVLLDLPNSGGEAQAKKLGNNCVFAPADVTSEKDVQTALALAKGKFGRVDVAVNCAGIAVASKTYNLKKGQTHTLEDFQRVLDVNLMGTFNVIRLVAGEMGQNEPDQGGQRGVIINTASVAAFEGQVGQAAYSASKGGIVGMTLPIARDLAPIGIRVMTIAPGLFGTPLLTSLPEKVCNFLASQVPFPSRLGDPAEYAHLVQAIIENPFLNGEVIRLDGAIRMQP
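Read-out: 360 nm excitation, 450 nm emission, kinetic over 4 min. Conditions: His-tagged human HADH2 20 nM, pH 9.0 Tris with Tween-20, 1 mM NAD+, 90 uM beta-hydroxybutyryl-CoA.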
The depositor's hits bear a star; i = inactive; ? = inconclusive; . = no result given; & = joins results of further samples; [ ] = dose if it differs, or a comment. Unless noted, the call rests on the fitted dose curve; in most records, active means well fitted curve in the direction sought with a large enough effect; inconclusive means small, poorly fitted or top-dose-only effect, or another doubt; inactive means no such curve, though single readings can be large; an effect the other way counts as inactive or inconclusive. These rows are one share of the data; rates above refer to the full screens.

SMILES	ERK AVP inh	Ub-GFP proteasome	CRE Fsk mod	Luciferase inh	Hsp90 Hop PPI	15-hLO inh	Tau filament bind	DNA Pol III inh	Epigenetic mod	HBB splice mod	HADH2 inhib
Cc1ccc(S(=O)(=O)NC(CC(=O)NCC2CCCO2)c2ccco2)cc1 (centres undefined)	-2%	-2%	-8%	1%	1%	-1%	-1%	-2%	1%	0.3%	6%
N[C@@H](C(=O)O)c1ccc(O)c(C(=O)O)c1	-14%	-8%	-13%	-3%	-6%	-9%[25.6 µM]	?	-4%	-1%	.	40µM*
CCc1nnc(NC(=O)c2ccc(S(=O)(=O)N3CCN(Cc4ccccc4)CC3)cc2)s1	-2%	4%	4%	1%	1%	5%	-3%	-2%	-2%	.	-2%
COc1ccc(/C(O)=C2/C(=O)C(=O)N(CC3CCCO3)C2c2cccc(OC)c2)cc1 (centres undefined)	-23%	-3%	1%	1%	-1%	32%[activator]	6%	2%	-3%	1.7%	-5%
Cc1cc(Nc2ccccc2)nc(-c2ccccc2O)n1	32µM*	-1%	-3%	-21%	?	-20%	32%	-2%	1%	-1.1%	?
CCOC(=O)c1sc2nc(N3CCCC3)c3c(c2c1N)CC(C)(C)OC3	-23%	6%	?	2%	6%	-6%	34%	-4%	2%	6.1%	?
CCOC(=O)N1CCN(C(=O)c2ccc(S(=O)(=O)c3ccc(C)cc3)c(NC(C)=O)c2)CC1	32%[activator]	-7%	?	-1%	6%	11%	-3%	-8%	-1%	1.1%	3%
COc1cc(S(=O)(=O)NCCN2CCOCC2)c(OC)cc1Cl	0%	-6%	-2%	3%	0%	6%	-3%	0%	0%	2.5%	6%
COc1ccc(C(=O)N2CCC3(CCCN(Cc4nccs4)C3)CC2)cc1	12%	-7%	-18%	0%[11.4 µM]	-3%	-6%	-4%	1%	0%[9.22 µM]	4.0%	2%
CS(=O)(=O)N1CCC2(CC1)CN(c1ccncc1)C2	19%	1%	1%	-2%[11.4 µM]	-6%	-5%	0%	-4%	0%[9.22 µM]	3.5%	2%
CCCc1nc2scc(-c3ccccc3)c2c(=O)n1N	-9%	-4%	?	-7%	2%	2%	-2%	-2%	0%	-0.5%[57.5 µM]	5%
CC(=O)c1ccc(N2CCN(C(=O)c3cc4c(=O)n(C)c5ccccc5c4n3C)CC2)cc1	-4%	15%	?	-4%	-2%[2.3 µM]	-5%	37%	-2%	.	-0.4%	2%
COc1ccccc1Nc1nc2ccccc2n1C	.	-1%	26%	16µM*	-9%	-6%	5%	-3%	.	0.6%	-1%
C#CCCCO/N=C1/C[C@@H](O)[C@@H](O)[C@@H]2[C@@H]3C(=O)N(Cc4ccc5c(c4)OCO5)C(=O)[C@H]3CC[C@H]12	9%[11.5 µM]	.	.	0%[11.4 µM]	.	-1%[11.4 µM]	.	.	.	0.4%[9.22 µM]	7%[11.4 µM]
Cc1ccc(N2CCN(C(=S)c3ccc(N(C)C)cc3)CC2)cc1	20%	-17%	-4%	-6%	?	?	13µM*	-3%	-3%	2.5%	4µM*
O=C(NCCN1CCN(c2ccccc2F)CC1)C1CCCN(S(=O)(=O)c2cnc[nH]2)C1 (centres undefined)	10%	-9%	-1%	3%	-4%[2.3 µM]	2%	-9%	-4%	.	0.0%	4%
CCN1CCN(c2oc(-c3ccc(OC)cc3)nc2C#N)CC1	-16%	-1%	2%	2%	-3%	5%	-2%	-2%	-3%	-0.3%	32µM*
CC(NS(=O)(=O)c1ccc(Br)cc1)C(c1cccs1)N1CCN(C)CC1 (centres undefined)	.	4%	-14%	-2%	-1%	-2%	-14%	-6%	.	-0.2%	6%
c1cncc(C(c2nnnn2C2CCCC2)N2CCN(Cc3ccc4c(c3)OCO4)CC2)c1 (centres undefined)	-2%	-1%	17%	-33%	-2%	5%	4%	-6%	-2%	-5.1%	0%
O=C(Cn1c(CO)nc2ccccc21)Nc1cc(C(F)(F)F)ccc1N1CCOCC1	11%	0%	-15%	2%	1%	-8%	5%	-1%	2%	-2.2%	37%[activator]
CCCCCCN(CCCCCC)C(=O)Cc1c(-c2ccc(F)cc2)[nH]c2ccccc12	1%	0%&-1%	?	2%&-2%	7%&7%	-24%[25.6 µM]	?	3%&-7%	-1%&-3%	0.5%	32µM*
CCOC(=O)N1CCN(C(=O)Nc2ccc(Cl)cc2Cl)CC1	0%	-4%	?	-6%	0%	-11%	-2%	-13%	6%	1.3%	16%
O=C(COC(=O)c1ccccc1C(=O)c1ccccc1)c1ccco1	-21%	-1%	-8%	-2%	-1%	6%	-6%	0%	1%	0.8%	-8%
O=c1c(-c2ccc(F)cc2)nc2cnc(N3CCOCC3)nc2n1CCc1ccccc1	9%	1%	?	0%[11.4 µM]	0%	-5%	-6%	-6%	5%[9.22 µM]	1.5%	2%
O=C(Cn1ncc2c1-c1ccccc1OC2)N1CCN(c2ccccn2)CC1	-22%	0%	-6%	0%	-2%	2%	24%	-1%	-2%	-0.2%	-29%

Some of the entries so far, in CSV form:
mol,ERK AVP inh,Ub-GFP proteasome,CRE Fsk mod,Luciferase inh,Hsp90 Hop PPI,15-hLO inh,Tau filament bind,DNA Pol III inh,Epigenetic mod,HBB splice mod,HADH2 inhib
CCOC(=O)N1CCN(C(=O)Nc2ccc(Cl)cc2Cl)CC1,0%,-4%,?,-6%,0%,-11%,-2%,-13%,6%,1.3%,16%
O=C(COC(=O)c1ccccc1C(=O)c1ccccc1)c1ccco1,-21%,-1%,-8%,-2%,-1%,6%,-6%,0%,1%,0.8%,-8%

(listing goes on)
SMILES	ERK AVP inh	Ub-GFP proteasome	CRE Fsk mod	Luciferase inh	Hsp90 Hop PPI	15-hLO inh	Tau filament bind	DNA Pol III inh	Epigenetic mod	HBB splice mod	HADH2 inhib
CC[C@H](c1ccc(O)cc1)[C@@H](CC)c1ccc(O)cc1	-24%[25.7 µM]	-5%[20.5 µM]	0%[17.1 µM]	1%[25.5 µM]	-4%[26 µM]	?	5%[25.6 µM]	-1%[25.6 µM]	4%[20.6 µM]	1.2%[20.6 µM]	-14%[25.6 µM]
CN(C)c1ncc2nc(-c3cccs3)c(=O)n(-c3ccccc3)c2n1	-18%	8%	?	1%[11.4 µM]	1%	-5%	i	-1%	0%[9.22 µM]	?	34%[activator]
O=C1[C@@H]2[C@H]3[C@H](O)[C@H](O)C/C(=N/OC[C@@H](O)COCc4ccco4)[C@H]3CC[C@H]2C(=O)N1c1ccc(F)cc1F	-6%[11.5 µM]	.	.	0%[11.4 µM]	.	3%[11.4 µM]	.	.	.	-2.1%[9.22 µM]	-2%[11.4 µM]
Cc1cc(C)n(-c2nc3sc4c(c3c3nnc(SC(C)C)n23)CC(C)(C)OC4)n1	-11%	.	-8%	-1%	1%	-2%	-12%	-1%	-2%	4.4%[0.369 µM]	2%
CC1CCC(N2CCN(c3ncccn3)CC2)CC1 (centres undefined)	-19%	2%	8%	2%	-5%	6%	16%	4%	0%	0.1%	23%
COc1ccc(CNc2nc(-c3ccccc3CN(C)C)nc3ccccc23)c(OC)c1	12%	11%	?	-9%[2.29 µM]	-11%	-7%	176%	-13%	5%[9.22 µM]	-0.9%	20%
CCc1nn(CC(=O)NCCCN(Cc2ccccc2)C(C)C)c(=O)c2cc3sccc3n12	6%	-5%	-20%	-1%	-11%	-3%	23%	4%	2%	-0.2%	8%
C=CCN1C(=O)C(O)=C(C(C)=O)C1c1ccccc1F (centres undefined)	-17%	-14%[9.17 µM]	?	0%	-8%[11 µM]	12%[11.4 µM]	4%[11.4 µM]	0%[11.4 µM]	0%	1.6%[0.0738 µM]	-7%[11.4 µM]
